High-throughput results as filed in PubChem BioAssay.
influenza NS1A = NS1A inhibition, H1N1 influenza, cell based functional assay (AID 504329); NS1A functional cell-based assay, percent inhibition; higher % means a stronger effect; inhibition, % at 12.5 µM; hits with a dose series show IC50 in µM; 0.3% of 340,000 active; in the data active means a potency from the dose series; inconclusive means inhibition above about 27% without an active follow-up result; further: strong numbers were not always called active
M. tuberculosis HTS = M. tuberculosis growth inhibition, HTS (AID 449762) | 0.59% of 330,000 active | one-dose inhibition, % at 25 µM; IC50 in µM for titrated hits | M. tuberculosis H37Rv growth inhibition, 7H9 media; higher % means a stronger effect; in the data active means a potency from the dose series; inconclusive means inhibition above about 70% without an active follow-up result;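 further: bacterial growth assessed after seven days of incubation; strong numbers were not always called active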
VEEV TC-83 Vero = inhibitors of VEEV TC-83 cytopathic effect, confirmation, Vero cells (AID 588727). 0.13% of 350,000 active. inhibition, % at 20 µM; hits with a dose series show IC50 in µM. Vero cells, VEEV TC-83 cytopathic effect inhibition; higher % means a stronger effect; in the data active means a potency from the dose series; inconclusive means inhibition mostly from about 14% at the one dose, without a potency; inactive means the rest, 99 in 100 with inhibition below about 12%; further: strong numbers were not always called active
M. tuberculosis = growth inhibition of non-replicating M. tuberculosis (AID 488890). Mycobacterium tuberculosis non-replicating, growth inhibition; higher % means a stronger effect. inhibition, % at 25 µM; hits with a dose series show IC50 in µM. 0.39% of 320,000 active; in the data active means a potency from the dose series; inconclusive means inhibition mostly from about 82% at the one dose, without a potency; inactive means the rest, 99 in 100 with inhibition below about 76%;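 further: plate controls were DMSO cells for no effect and high antibiotic wells for full effect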
PhoP GFP inhibition = Inhibition of PhoP regulon, Salmonella typhi GFP reporter cells, confirmation, 4 h (AID 1850); Salmonella Typhi PhoP-promoter GFP reporter, fluorescence, 4 h; higher % means a stronger effect; one-dose inhibition, % at 50 µM; IC50 in µM for titrated hits; 0.33% of 310,000 active; in the data active means a potency from the dose series; inconclusive means inhibition mostly from about 25% at the one dose, without a potency; inactive means the rest, 99 in 100 with inhibition below about 19%;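 further: 0% = induced wells with vehicle and 100% = uninduced wells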
VEEV TC-83 Vero 10K pilot screen = also measured in VEEV TC-83 Vero; calls as there; inhibition, %; measured here: 10K pilot screen inhibition
The depositor's hits bear a star; i = inactive; ? = inconclusive; nt = no result given.

SMILES | influenza NS1A | M. tuberculosis HTS | VEEV TC-83 Vero | M. tuberculosis | PhoP GFP inhibition | others
NS(=O)(=O)c1ccc(CCNc2ncnc3c2c(-c2ccccc2)cn3-c2ccc(F)cc2)cc1 | 2% | ? | 6.1% | 42% | 5%
C[C@H]1CC[C@@]2(O[C@@H](CCO)C[C@H](O)[C@H]2O)O1 | 14% | -6% | i | -9% | -6%
CC1CCCC(NC(=O)CSc2n[nH]c(=O)n2Cc2ccccc2)C1C (centres undefined) | nt | -1% | nt | 3% | nt
COc1ccc(Nc2ccc([N+](=O)[O-])cc2[N+](=O)[O-])cc1 | 15% | -5% | 1.0% | 51% | 13%
Cc1noc(/C=C/c2ccco2)c1S(=O)(=O)N1CCC(C(=O)NCc2ccco2)CC1 | 5% | 1% | 1.1% | 18% | -2%
Cc1ccc(CN2CCSCC2)cc1 | -16% | 5% | 0.3% | 39% | -6%
COc1ccc(NC(=O)CSc2nnc(Cc3ccc(C)cc3)c(=O)n2N)cc1OC | -17% | -2% | 1.8% | 15% | 0%
CCC(C)NC(=O)C1=CCN(S(=O)(=O)c2ccc(C)cc2)CC1 (centres undefined) | -1% | 1% | 0.2% | 2% | 0%
COC(=O)c1ccc(C(=O)NC2CCSc3ccccc32)cc1 (centres undefined) | -1% | 0% | 1.2% | 7% | -3%
Cc1cc2c(C)nc(-c3ccccc3)nc2o1 | 1% | -14% | 0.7% | -17% | -5%
Cc1cc(C)nc(Nc2n[nH]c(-c3ccc(C(C)(C)C)cc3)n2)n1 | 7% | -2% | 1.7% | -1% | -3%
O=C(CC1C(=O)NCCN1Cc1ccc(F)c(F)c1)NCCCn1ccnc1 (centres undefined) | -2% | 6% | i | -3% | 7%
O=C(CSc1nnc(COc2ccc(Cl)cc2)o1)N1CCCC1 | 9% | -7% | i | 74% | -2%
O=C1CC(N2CCC(c3nc4ccccc4[nH]3)CC2)C(=O)N1c1cccc(F)c1 (centres undefined) | 4% | -7% | i | nt | -7%
Fc1cccc(C2NN=C(c3ccccc3)S2)c1 (centres undefined) | 3% | -1% | 0.9% | 63% | -2%

The closing 4 compounds of the section above are carried over, then new ones follow.
SMILES | influenza NS1A | M. tuberculosis HTS | VEEV TC-83 Vero | M. tuberculosis | PhoP GFP inhibition | others
O=C(CC1C(=O)NCCN1Cc1ccc(F)c(F)c1)NCCCn1ccnc1 (centres undefined) | -2% | 6% | i | -3% | 7%
O=C(CSc1nnc(COc2ccc(Cl)cc2)o1)N1CCCC1 | 9% | -7% | i | 74% | -2%
O=C1CC(N2CCC(c3nc4ccccc4[nH]3)CC2)C(=O)N1c1cccc(F)c1 (centres undefined) | 4% | -7% | i | nt | -7%
Fc1cccc(C2NN=C(c3ccccc3)S2)c1 (centres undefined) | 3% | -1% | 0.9% | 63% | -2%
CCn1cc(CNC(=O)c2ccc(OC3CCN(Cc4ccccn4)CC3)cc2)cn1 | -1% | -1% | 1.4% | 7% | 1%
CN(C)S(=O)(=O)c1ccc(C(=O)OCCN=C2NS(=O)(=O)c3ccccc32)cc1 | -2% | -2% | i | -15% | 2% | VEEV TC-83 Vero 10K pilot screen=1.3
CC1Cc2cc(S(=O)(=O)CCC(=O)NC3CCCCC3)ccc2N1C(=O)C1CC1 (centres undefined) | 9% | -5% | 2.2% | -1% | 5%
CC1(C)CC(CCNC(=O)c2ccc(-n3cnnn3)cc2)CC(C)(C)N1 | -1% | 5% | 1.6% | -4% | 24%
CS(=O)(=O)c1ccc(C(=O)N(Cc2ccccc2)c2ccccc2)cc1 | 13% | -4% | 0.7% | -6% | 3%
CCNC(=O)NC(=O)COC(=O)CCCc1nc2ccccc2s1 | 5% | -1% | 0.2% | 26% | 10%
COC(=O)Cn1c(CN2CCC(Cc3ccccc3)CC2)nc2c1c(=O)n(C)c(=O)n2C | 4% | -11% | i | -6% | -10%
COC(=O)CCC(=O)N(CCN(C(=O)CCC(=O)OC)c1ccccc1)c1ccccc1 | nt | -5% | 0.8% | -12% | 10%
CC(C)CN(C(=O)CSc1ccc2c(c1)OCCO2)c1c(N)n(CC(C)C)c(=O)[nH]c1=O | -3% | -4% | 1.7% | 29% | nt
CCOc1cc(CNCc2ccncc2)cc(Cl)c1OC | 4% | -4% | 0.3% | -19% | 4%
Cc1ccc(C(=O)OCn2nnc3ccccc3c2=O)cc1[N+](=O)[O-] | 1% | ? | 1.2% | ? | -2%
CC12CCCCC1c1ccccc1C(=NCC(=O)O)N2 (centres undefined) | 0% | -3% | 2.1% | 2% | -1%
Cc1nc2ccc(NC(=O)COc3ccccc3[N+](=O)[O-])cc2s1 | nt | -1% | 1.9% | -5% | -7%
NC(=O)CCCCC(=O)OCCCc1cccs1 | 0% | -2% | 2.9% | 44% | 4%
Cc1[nH]c(=O)[nH]c(=O)c1NC(=O)c1sc2nc3c(C)cccc3cc2c1N | -1% | -6% | 6.6% | -6% | -16%
COc1ccc(NC(=O)C2CCCN(S(=O)(=O)c3cccc4cccnc34)C2)cc1 (centres undefined) | -2% | -2% | 9.8% | 31% | 6%
CC(=O)NCCn1c(SCc2ccccc2F)nc2ccccc2c1=O | -2% | 6% | 1.0% | 11% | 8%
CC(C)c1ccccc1NC(=O)COC(=O)c1cc(=O)[nH]c(=O)[nH]1 | 2% | 1% | 0.2% | 5% | -3%
CCN(/C(N)=N/c1nc(C)cc(C)n1)c1ccccc1 | -7% | -6% | i | -1% | 1%
CC(C)(C)c1ccc(C(=O)NCCNC(=O)c2ccco2)cc1 | 8% | 2% | i | -2% | 3%
c1ccc(OCc2noc(CN3CC[C@@H]4CCCC[C@H]4C3)n2)cc1 | -16% | 10% | 1.3% | 49% | -7%
CCC(N=c1cc(-c2ccc(OC)cc2)oc2ccc(C)cc12)C(=O)O (centres undefined) | 5% | -2% | 0.6% | 4% | 0%
COc1ccc(NC(=O)CN(C)C(=O)/C=C/c2cn(-c3ccccc3)nc2-c2ccc(C)cc2)cc1 | -2% | ? | 10% | 37% | -16%
CCC(Cc1ccccc1)NC(=O)C1CC1 (centres undefined) | 0% | -4% | 2.5% | 1% | -3%
O=C(CSc1ccc2nnc(CCNC(=O)c3ccccc3)n2n1)NCc1ccc(F)cc1 | -5% | -9% | 1.3% | 4% | -7%
CCOc1ccc(CN(C)CC(=O)NCc2ccc(F)cc2)cc1 | -3% | 3% | i | 44% | -12%
COc1cc(C(=O)NCCCN(C)C)ccc1OCC(=O)Nc1cccc(C(F)(F)F)c1 | nt | 3% | 0.8% | 13% | 7%
Cc1nnc(Sc2nc3c(c(=O)[nH]c(=O)n3C)n2CCc2ccccc2)s1 | 23% | -10% | 1.1% | -8% | -9%
COc1ccc(CC(=O)Nc2ccc(NC(=O)c3ccc(Br)cc3)cc2)cc1OC | -1% | -6% | 1.4% | 5% | 4%
COCc1cnc(C)nc1N | -4% | -1% | 1.9% | -9% | -2%
COc1ccc(NC(=O)CN2c3cccc4cccc(c34)S2(=O)=O)cc1 | -1% | -4% | 1.1% | 12% | 0% | VEEV TC-83 Vero 10K pilot screen=2.6
O=C(COC(=O)c1ccccc1OCc1ccc(Cl)cc1)NCC1CCCO1 (centres undefined) | 3% | 10% | 0.6% | 29% | nt
Cc1cccc2nc3c(nc12)CCCC3 | -1% | 2% | i | -9% | 0%
Cc1ccc(CNC(=O)CN(C(=O)C2(C)CC(=O)N=C3C=CC=CN32)c2ccccc2)cc1 (centres undefined) | -7% | -3% | i | 14% | 4%
O=C(NCc1ccccc1Cl)c1ccc(CS(=O)(=O)c2ccccc2)o1 | -6% | 0% | 1.0% | -6% | -1%
CCOC(=O)N1CCN(C(=O)CN(c2ccc(C)cc2)S(=O)(=O)c2c(C)noc2C)CC1 | 0% | -9% | 0.8% | 4% | 4%
COc1ccc(S(=O)(=O)NCCN2CCOCC2)cc1[N+](=O)[O-] | 10% | 20% | 0.5% | -11% | 10%
Cc1cc(C)c2c(N)c3cccc(C)c3nc2n1 | 7% | -5% | i | ? | -7%
Cc1nn(-c2ccccc2Cl)c(Cl)c1/C=N/Nc1cccc(C(=O)O)c1 | -2% | 15% | 1.0% | 9% | 2%
COc1cccc(NC(=O)CSc2nnc(NC(=O)c3ccco3)s2)c1 | 6% | -17% | 1.8% | -1% | -2%
CC(c1ccccc1)n1c(-c2ccc(C(C)(C)C)cc2)n[nH]c1=S (centres undefined) | 0% | -5% | 2.6% | 7% | -3%
ClCC1NCC(c2ccccc2Cl)c2c1[nH]c1ccccc21 (centres undefined) | -1% | 0% | 2.6% | 22% | 3%
O=C(NCc1ccco1)C1CCC(N2C(=O)c3ccccc3C2=O)CC1 (centres undefined) | -2% | 5% | i | -11% | 2%
O=C(CSc1nnnn1-c1cccc(F)c1)Nc1nc2ccccc2s1 | 2% | -8% | 6.5% | -18% | 5%
COc1ccc(N2CCN(c3oc(-c4ccccc4OC)nc3C#N)CC2)cc1 | 5% | 7% | i | -4% | -2%

Arranged by count of non-hydrogen atoms (high to low): 5 of the compounds above.
SMILES | influenza NS1A | M. tuberculosis HTS | VEEV TC-83 Vero | M. tuberculosis | PhoP GFP inhibition | others
Cc1ccc(CNC(=O)CN(C(=O)C2(C)CC(=O)N=C3C=CC=CN32)c2ccccc2)cc1 (centres undefined) | -7% | -3% | i | 14% | 4%
O=C(COC(=O)c1ccccc1OCc1ccc(Cl)cc1)NCC1CCCO1 (centres undefined) | 3% | 10% | 0.6% | 29% | nt
Cc1nn(-c2ccccc2Cl)c(Cl)c1/C=N/Nc1cccc(C(=O)O)c1 | -2% | 15% | 1.0% | 9% | 2%
ClCC1NCC(c2ccccc2Cl)c2c1[nH]c1ccccc21 (centres undefined) | -1% | 0% | 2.6% | 22% | 3%
Cc1cccc2nc3c(nc12)CCCC3 | -1% | 2% | i | -9% | 0%

(listing goes on)
SMILES | influenza NS1A | M. tuberculosis HTS | VEEV TC-83 Vero | M. tuberculosis | PhoP GFP inhibition | others
O=C(c1c(F)c(F)c(F)c(F)c1F)N1CCN(c2cccc(C(F)(F)F)c2)CC1 | 3% | 6% | 4.2% | 10% | -2%
Cc1cc(=O)[nH]c(SCC(=O)c2ccc(F)c(C)c2)n1 | -5% | -6% | i | -9% | -1%
O=C(O)CCCCCNS(=O)(=O)c1c(Cl)cccc1Cl | -3% | 0% | i | 3% | -15%
O=C(Nc1ccccc1C(=O)N1CCCCCC1)c1ccccc1Cl | 9% | 4% | i | 22% | -1%
CC(=O)N1CCCc2cc(S(=O)(=O)N3CCCC(C(=O)N4CCN(c5ccccc5)CC4)C3)ccc21 (centres undefined) | 9% | 2% | 5.7% | 4% | -1%
Cc1sc2ncnc(N3CCN(C(=O)c4ccco4)CC3)c2c1C | -4% | -4% | 12% | 3% | 5%
COc1ccc(C(C)=O)cc1COC(=O)Cc1cc(OC)c(OC)c(OC)c1 | -8% | -9% | 1.4% | 25% | 5%
COc1cc(Cl)c(C)cc1NC(=O)CN1CCCCCC1 | 0% | -1% | 0.2% | 5% | 10%
O=C(N/N=C/c1c[nH]c2ccccc12)C1CC(=O)N(c2ccccc2)C1 (centres undefined) | 4% | 10% | 0.9% | nt | -5%
COc1ccc2c(=O)c3c(=O)n(Cc4ccco4)c(C(C)C)nc3oc2c1 | 18% | 0% | 6.6% | 30% | -5%
Cc1ccc(S(=O)(=O)N2CCCCC2)cc1NC(=O)Cn1cc(C(F)(F)F)ccc1=O | -5% | -4% | 7.5% | -6% | nt
COc1c(Br)cc(C(N)=O)cc1OCc1ccccc1 | 3% | 6% | 0.4% | 35% | -10%
CCCc1ccc(C(=O)CCC(=O)O)cc1 | -2% | -11% | i | 34% | 10%
CC1CN(C(=O)c2ccn(C)n2)CC(C)O1 (centres undefined) | 1% | 23% | 0.4% | -3% | -5%
CC(=O)Nc1ccc(NC(=O)COC(=O)/C(=C/c2ccccc2)n2nnnc2C)cc1 | -2% | -11% | 4.4% | 16% | 7%
CC(=O)n1c2ccccc2c2nc(NC(C)C)sc21 | 0% | 6% | i | 2% | -3%
Cc1ccsc1C(=O)OCC(=O)NCCNC(=O)COC(=O)c1sccc1C | -2% | -4% | 0.2% | -11% | 5%
Cc1ccccc1C(=O)NCCNc1ccc([N+](=O)[O-])cc1 | 1% | 0% | i | 10% | 9%
COc1ccc(CNc2ncnc3cc(Cl)ccc23)cc1OC | -10% | nt | 6.6% | nt | nt
CCN(CC)c1ccc2c(C)c(-c3ccc(N)cc3)c(=O)oc2c1 | -37% | 6% | 6.0% | 20% | -5%
COC(=O)c1ccc(/C=N/OCC(=O)NC2CCCC(C)C2C)cc1 (centres undefined) | -5% | -3% | i | 13% | 0%
Cc1ccc(Oc2cc(NC(=O)CCCn3nc([N+](=O)[O-])cc3C)cc([N+](=O)[O-])c2)cc1 | 37% | ? | 3.5% | 22% | -8%
